NPY1 pot ag – potentiates or activates human NPY-Y1 receptor; NPY-Y1 expressing cells, potentiator/agonist activation; AID 1304; activation, % at 3.6 µM; hit rate 0.37% among 220,000; in the data active = activation above about 33%, passing the limit was not always enough;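 also: cells stimulated with NPY at EC10 then isoproterenol at EC100; 0% = low agonist plus stimulus and 100% = saturating agonist plus stimulus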
NPY-Y2 PAM-ag – potentiates or activates human NPY-Y2 receptor; P49146; cells expressing NPY-Y2, potentiator/agonist read-out; activation, % at 3.6 µM; hit rate 0.45% among 220,000; in the data active = activation above about 27%;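 also: cells stimulated with NPY near EC25 plus isoproterenol at EC100; 0% = vehicle plus submaximal agonist and 100% = vehicle plus saturating agonist; some results beyond the cut were filed as inactive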
Target sequence (P49146 whole entry, looked up): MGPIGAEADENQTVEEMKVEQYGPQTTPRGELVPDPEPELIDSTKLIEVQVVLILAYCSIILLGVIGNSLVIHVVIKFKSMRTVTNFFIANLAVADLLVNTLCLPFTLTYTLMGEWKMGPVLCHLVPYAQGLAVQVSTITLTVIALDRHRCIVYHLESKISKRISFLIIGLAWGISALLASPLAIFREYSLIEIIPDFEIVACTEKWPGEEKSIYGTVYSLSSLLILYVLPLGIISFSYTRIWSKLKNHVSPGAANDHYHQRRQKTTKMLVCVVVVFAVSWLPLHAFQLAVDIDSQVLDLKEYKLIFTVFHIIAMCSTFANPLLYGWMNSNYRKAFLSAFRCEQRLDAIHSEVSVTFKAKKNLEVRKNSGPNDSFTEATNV
Ba/F3 V617F tox – lowers viability of Ba/F3 cells expressing EpoR and JAK2V617F. ATP luminescence. inhibition, % at 5.6 µM. hit rate 1.1% among 220,000;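 active = inhibition above the campaign mean plus 3 SD over all tested compounds, cut at about 24% in these data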;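 also: cytokine-independent growth of Ba/F3 cells driven by EpoR plus mutant JAK2; 0% = DMSO-treated cells and 100% = JAK inhibitor I control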
S1P4 agonist – agonists of human S1P4 receptor. O95977. S1P4-expressing cell line, agonist reporter assay. activation, % at 4.98 µM. hit rate 0.35% among 220,000. AID 1509; in the data active = activation above about 11%;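 also: 0% = DMSO vehicle and 100% = reference agonist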
Target sequence (O95977 whole entry, looked up): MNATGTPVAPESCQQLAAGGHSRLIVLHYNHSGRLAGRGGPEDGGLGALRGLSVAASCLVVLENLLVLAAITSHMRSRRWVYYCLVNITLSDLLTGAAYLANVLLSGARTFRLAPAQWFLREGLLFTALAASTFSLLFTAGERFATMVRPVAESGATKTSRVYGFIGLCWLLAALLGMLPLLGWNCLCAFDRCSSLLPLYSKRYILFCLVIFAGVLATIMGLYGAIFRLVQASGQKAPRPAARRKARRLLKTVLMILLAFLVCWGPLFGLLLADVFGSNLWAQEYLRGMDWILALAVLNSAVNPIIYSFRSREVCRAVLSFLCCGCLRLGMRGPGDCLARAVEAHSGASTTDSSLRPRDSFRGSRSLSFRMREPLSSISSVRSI
NPY Y1 blocker – antagonists of human neuropeptide Y receptor Y1; P25929; HEK293-CNG Y1 cells, membrane potential fluorescence; NPY at EC95, then isoproterenol; inhibition, % at 3.6 µM; hit rate 1% among 200,000; AID 1040;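 active = inhibition above the campaign mean inhibition of all tested compounds plus 3 SD, cut at about 20% in these data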;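 also: 0% = DMSO wells given NPY plus isoproterenol and 100% = isoproterenol alone without NPY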
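Material: HEK293 Y1/CNG channel cell line | Also added: NPY (25 nM), isoproterenol (1 µM), Ro 20-1724 (25 µM) | Compound: One concentration, 3.6 µM, in 0.4% DMSO | Schedule: 3 h dye uptake, 1 h room-temperature compound, 45 min post-isoproterenol | Signal: Membrane-potential fluorescent dye readout | Read-out: % inhibition of NPY effect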
BaF3 parental – reduces parental Ba/F3 cell viability, JAK2V617F counter-screen. inhibition, % at 5.6 µM. CellTiter-Glo ATP luminescence. hit rate 1.1% among 220,000;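 active = inhibition above a per-campaign cutoff, the mean inhibition of all tested compounds plus 3 SD, cut at about 27% in these data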;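 also: 0% = DMSO wells and 100% = JAK Inhibitor I control wells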
CHOP inhibitor – CHOP inhibition in unfolded protein response; hit rate 3.8% among 220,000; CHO-K1 CHOP-promoter luciferase, tunicamycin-induced, 15-18 h; inhibition, % at 10 µM; AID 2732;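 active = compounds that reduced the stress-induced luciferase reporter signal by more than about 70% of percent inhibition, limit read from the data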;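 also: 0% = tunicamycin plus vehicle and 100% = wells without tunicamycin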
S1P4 antag – human S1P4 receptor antagonism; O95977; S1P4-expressing cells, antagonist mode, reporter read-out; inhibition, % at 4.98 µM; hit rate 0.26% among 220,000; AID 1510; in the data active = inhibition above about 29%;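 also: 0% = wells stimulated with agonist and 100% = vehicle wells without agonist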
p47phox inh – blocks human p47phox regulatory protein of NADPH oxidases; P14598; p47phox/p22phox peptide binding, fluorescence polarization, 2 h; inhibition, % at 24.7 µM; hit rate 0.53% among 220,000; AID 1274;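 active = inhibition above about 30%, limit read from the data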;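 also: 0% = p47phox with labelled peptide and 100% = labelled peptide alone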
Starred values were filed as active, the others as inactive; x = no result given.

SMILES	NPY1 pot ag	NPY-Y2 PAM-ag	Ba/F3 V617F tox	S1P4 agonist	NPY Y1 blocker	BaF3 parental	CHOP inhibitor	S1P4 antag	p47phox inh
O=C(c1ccc([N+](=O)[O-])cc1)N1CCSC1c1ccc(Br)cc1 (stereo not given)	16	1	-3	3.5	3	6	6	0	2
Cc1ccnc(NS(=O)(=O)c2cccc3nsnc23)c1	-8	19	0	-0.5	2	0	-2	13	-1
Cc1cc(C(=O)OCC(=O)c2cccc([N+](=O)[O-])c2)c2ccccc2n1	4	0	-1	1.6	4	5	16	-3	4
CN(C)S(=O)(=O)c1cccc(NC(=O)COC(=O)CCc2nc3ccccc3s2)c1	-14	-9	-3	-2.2	2	4	-11	-25	-4
S=c1[nH]nc(CCc2ccccc2)n1Cc1ccccc1	22	12	0	2.1	2	5	29	1	-11
CCOc1ccc(OCC)c(NC(=O)C2CCN(c3nn4c(=O)cc(C)nc4s3)CC2)c1	-32	-5	-1	2.1	0	6	51	3	-15
O=C(NCc1ccco1)c1ccc(Cn2c(=O)c3ccccc3n(Cc3cccc(F)c3)c2=O)cc1	-6	11	-1	-3.6	6	4	14	-6	-2
c1cc(-c2noc(-c3ccc4c(c3)OCO4)n2)ccn1	-21	5	0	1.6	0	3	x	-15	x
CCCc1cnc(NCCNCC(O)COc2ccc(Cl)c(Cl)c2)nc1 (stereo not given)	15	9	8	-1.3	x	-3	2	31*	-3
O=C(N/N=C/c1ccco1)c1cc(-c2cccc3ccccc23)n[nH]1	10	9	4	0.4	-2	-1	40	0	-41
CCN(CC)S(=O)(=O)c1cccc(C(=O)NN2Cc3ccccc3C2=N)c1	-8	-1	3	2.7	2	2	10	-4	-1
O=C(Cn1cccc1)N1CCc2ccccc21	20	-7	-1	0.4	-1	2	-12	-1	-9
CC1CCCCC1NC(=O)c1nnc(Cc2ccc(Cl)cc2)o1 (stereo not given)	-27	4	-6	2.4	-1	2	8	1	-7
Cc1ccc(NC(=O)CSCCc2ccccn2)nc1	10	7	-4	-0.5	-5	2	9	-5	-25
O=S(=O)(NCC(c1ccco1)N1CCOCC1)c1ccc(Cl)cc1 (stereo not given)	15	11	-1	0.9	6	1	5	-16	-12
CCOC(=O)CN(C(=O)Cn1nnc(-c2ccc(C)cc2)n1)C(CC)C(=O)NC1CCCC1 (stereo not given)	-8	1	1	-1.1	-1	2	21	9	-6
O=C(c1cccc(F)c1)N1CCN(C(=O)c2cc3ncc(Br)cn3n2)CC1	-3	-2	3	7.4	0	6	-12	-9	-9
COCc1nnc(NC(=O)CC(C)c2ccccc2)s1 (stereo not given)	-2	-4	4	1.2	-3	6	46	2	-11
N#C/C(=C\c1ccc[nH]1)Sc1nc2ccccc2s1	21	17	-3	1.2	-1	3	29	-10	-15
CCOC(=O)C1CCN(C(=O)c2ccccc2Oc2ccccc2)CC1	-20	-4	-4	1.3	5	2	-8	3	-2
Cc1ccc(-n2c(C)cc(C(=O)NS(=O)(=O)c3ccc(C)cc3)c2C)cc1	-4	-16	-1	-1.0	10	4	12	-23	-3
CCOC(=O)Cc1nnc(NC(=O)CSc2nncn2C)s1	17	-9	2	1.5	3	5	-5	-4	1
CCOC(=O)NC1(C(F)(F)F)NC(=O)N(c2ccc(F)cc2)C1=O (stereo not given)	3	4	-1	0.2	-1	7	-4	-16	-5
CCC1(COC(NC(=O)c2cccnc2)(C(F)(F)F)C(F)(F)F)COC1	9	16	-5	-0.1	4	0	50	-34	12
COCC(=O)Nc1cc([N+](=O)[O-])ccc1OC	4	8	1	0.3	-1	6	-39	-10	-16
Cc1sc2nc(-c3ccncc3)[nH]c(=O)c2c1-c1ccccc1	2	-7	-2	0.4	-3	-1	3	-17	-3
C=CCC(C(=O)OC)(C(=O)OC)c1ccc([N+](=O)[O-])cc1[N+](=O)[O-]	-14	-5	1	-1.1	9	2	4	10	-6
CCOC(=O)C1=C(CSc2nc3c(cc2C#N)CN(C)CC3)OC(N)=C(C#N)C1c1ccncc1 (stereo not given)	17	-4	-1	0.2	5	6	7	-6	-14
Clc1ccc(C2CC(c3ccccc3)Nc3ncnn32)cc1 (stereo not given)	-5	4	-1	-0.3	2	1	35	3	-16
O=C(COC(=O)c1sc2cc(Cl)ccc2c1Cl)Nc1ncc(Cl)cc1Cl	8	4	1	-0.7	3	9	13	11	-52
Cc1onc(-c2c(F)cccc2Cl)c1C(=O)Nc1ccc(S(=O)(=O)Nc2ncccn2)cc1	-9	-1	3	-3.3	1	9	22	1	-3
O=C(NCC1COc2ccccc2O1)C1(c2ccccc2)CCCC1 (stereo not given)	6	-2	2	0.2	5	1	18	8	-5
O=C(CSc1ccc2c(c1)OCCO2)NC(=O)Cc1ccccc1	-31	-1	-3	0.4	-1	-1	-16	0	-6
CCn1cc(C(=O)NCCCN2CCC(C)CC2)c2cc(OC)c(OC)cc2c1=O	-8	5	-6	5.2	-3	-1	-29	-12	-57
COc1ccc(CNc2nc(-c3cccnc3)nn2C(=O)C(C)C)cc1	8	8	0	-0.5	3	6	16	-16	8
Cc1cccnc1NC(=S)Nc1ccc(Br)cc1Cl	5	3	1	0.3	4	5	-37	4	-12
CC(Oc1ccc2ccccc2c1)C(=O)NNC(=S)NC(=O)c1ccco1 (stereo not given)	-31	-36	-1	-2.5	22*	2	10	7	-11
O=C(CCCCCn1c(SCc2ccncc2)nc2ccccc2c1=O)NCc1ccco1	-1	-2	-2	-1.4	6	3	14	-13	-7
O=C(OCc1cc(=O)n2c(n1)sc1ccccc12)c1ccc(O)cc1O	-42	-9	3	3.1	15	1	28	-9	-149
Cc1cccc(/C=N/Nc2cc(N3CCOCC3)nc(N3CCOCC3)n2)c1	-7	14	12	-0.9	-1	19	-1	6	12
CC(=O)c1nc2ccccc2n1S(=O)(=O)c1ccc(C)cc1	12	5	-2	1.2	1	8	x	-5	x
CCN(CC)NC(=O)Nc1ccccc1	-6	3	1	0.7	-1	4	-13	-22	1
COc1cccc(/C=N/NC(=O)CNC(=O)c2ccco2)c1O	9	-17	-5	0.6	x	3	36	7	-10
CCNc1nc(NC(C)C)nc(Oc2ccc(/C=N/O)cc2)n1	-16	-12	-2	1.1	-3	3	42	-3	-17
COc1cc(N=c2ssnc2Cl)cc(OC)c1OC	0	13	5	1.1	-3	4	94*	-6	1
CCOc1ccc(OCCOc2ncnc3ccccc23)cc1	-11	-23	0	-0.4	5	6	-12	-6	-24
O=C(CN1CCN(Cc2ccccc2)CC1)N1CCN(c2ccccc2)CC1	-6	-3	0	2.2	x	2	-8	-18	-16
Clc1ccccc1OCc1nn2c(-c3ccncc3)nnc2s1	-43	-8	1	-1.0	5	2	29	-9	-10
COc1ccc(OC)c(N2C(=O)CC(Cc3cc(C)cc(C)c3)C2=O)c1 (stereo not given)	2	-8	0	1.6	-2	3	-5	-4	-7
CC(C)CN1CCNC(=O)C1CC(=O)NCCc1cnn(-c2ccccc2)c1 (stereo not given)	-11	5	4	2.1	4	3	6	-8	5
O=C(CCl)Nc1cc(S(=O)(=O)N2CCCCCC2)ccc1Cl	1	-3	0	-1.3	-1	5	78*	-17	-14
Cc1noc(C)c1COC(=O)c1ccccc1Sc1ccccc1C#N	-5	12	0	3.2	2	3	18	11	-1
O=C(C[n+]1ccc(-c2cc(C(=O)Nc3cccc(C(F)(F)F)c3)c3ccccc3n2)cc1)c1cccc([N+](=O)[O-])c1	-56	-52	4	0.9	11	5	81*	-1	6
N#Cc1ccc(Oc2ccc(/C=N/O)cn2)cc1	1	5	-1	0.8	-5	3	20	-11	-8
Cc1cccc(C(=O)Nc2nnc(C3=COCCO3)o2)c1	-9	0	-3	2.0	2	1	2	-17	-7
O=[N+]([O-])c1cccc(S(=O)(=O)c2cccc([N+](=O)[O-])c2)c1	-1	8	-2	1.8	-4	-3	24	-6	-2
O=C(Nc1ccnc(-c2cccnc2)n1)c1ccc(Cl)c(Cl)c1	1	-6	-1	27*	-8	4	22	19	-8
COc1c(S(=O)(=O)NCCCN2CCOCC2)ccc(Cl)c1Cl	14	-2	2	0.1	x	-11	12	-9	-3
CN(C)CCNc1nc2sc3c(c2c(=O)n1-c1ccccc1)CCCCC3	16	12	0	0.5	x	3	21	-8	-11
CN(Cc1cn(C)nc1-c1cccc(Cl)c1)Cc1nccn1C	-1	-4	-4	-0.7	x	2	1	-18	0

Next section:
SMILES	NPY1 pot ag	NPY-Y2 PAM-ag	Ba/F3 V617F tox	S1P4 agonist	NPY Y1 blocker	BaF3 parental	CHOP inhibitor	S1P4 antag	p47phox inh
O=C(NCc1ccccc1Cl)c1cccc(NC(=O)c2ccccc2)c1	-25	-4	4	0.0	-2	9	9	-11	-17
O=C(COc1cccc(Cl)c1)Nc1ccc2c(c1)CCC2	-41	-17	-2	-0.8	10	1	60	-4	-7
O=C1COCCOCCOCCOCC(=O)NCCN1	-2	-7	-1	-0.4	5	6	2	1	-5
CCCN(CC1CC1)C(=O)COc1ccccc1C(=O)NCc1ccccc1	-13	-33	0	-0.2	9	3	13	-12	-11
CC(C)=CCC(C)(C)CNC(=O)NC1CCCCC1	-18	-2	7	-1.2	3	8	25	-1	-1
Cc1cc(NC(=O)Cc2ccccc2)nc2c1c(=O)oc1ccccc12	-2	2	-3	2.3	1	3	20	-37	-23
Cc1ccc(CC2C(=O)N(CC(=O)O)C(=O)C2C)cc1 (stereo not given)	5	1	-3	-2.9	2	1	19	1	-3
Cn1nnnc1SCC(=O)Nc1ccc(Br)cc1Cl	-11	-2	2	1.1	0	-1	-3	28	4
O=S(=O)(c1cccc2nsnc12)N1CCN(c2ncccn2)CC1	1	4	0	0.6	-2	3	13	6	-20
Cc1ccc(S(=O)(=O)NC(C(=O)OCC(=O)NC2CCS(=O)(=O)C2)C(C)C)cc1 (stereo not given)	-9	-6	-3	1.2	-1	4	14	-2	-18
CCOc1cc(C(N)=O)cc(OCC)c1OCC	-6	3	-4	0.8	-7	1	9	-9	-11
COc1ccccc1OCC(=O)Nc1oc(-c2ccccc2)c(-c2ccccc2)c1C#N	-24	-21	-1	-3.0	15	6	68	-1	-16
CCN(CC)c1ccc2c(c1)CCCN2	-9	4	5	1.8	-2	16	-54	-29	-4
Cc1cc(N/N=C/c2ccncc2)nc2ccccc12	-3	3	2	1.4	6	7	4	-16	1
CCOC(=O)NCCc1c(C)nc2c(c(C)nn2C(C)(C)C)c1C	-15	-14	0	0.8	3	0	24	-16	-22
O=C(OCC1OC(n2ccc(=O)[nH]c2=O)C(O)C1OC(=O)c1ccccc1)c1ccccc1 (stereo not given)	12	3	3	2.7	7	4	17	17	-8

Reformatted with two lines to a compound: entries from further up
Results follow in this order: NPY1 pot ag, NPY-Y2 PAM-ag, Ba/F3 V617F tox, S1P4 agonist, NPY Y1 blocker, BaF3 parental, CHOP inhibitor, S1P4 antag, p47phox inh
CCN(CC)c1ccc2c(c1)CCCN2
 : -9, 4, 5, 1.8, -2, 16, -54, -29, -4
CCOC(=O)NCCc1c(C)nc2c(c(C)nn2C(C)(C)C)c1C
 : -15, -14, 0, 0.8, 3, 0, 24, -16, -22
Cc1cc(N/N=C/c2ccncc2)nc2ccccc12
 : -3, 3, 2, 1.4, 6, 7, 4, -16, 1
O=C(OCC1OC(n2ccc(=O)[nH]c2=O)C(O)C1OC(=O)c1ccccc1)c1ccccc1 (stereo not given)
 : 12, 3, 3, 2.7, 7, 4, 17, 17, -8

Screens: PubChem BioAssay, several laboratories

This is a random part of the collection; any-hit rate near 7.1%.
